Bioassay records from PubChem.
S3 lipid droplet: qHTS Assay for Lipid Storage Modulators in Drosophila S3 Cells; Drosophila S3 cells, BODIPY lipid droplet fluorescence, 18-24 h; cells fed with added oleic acid; lipid storage change, negative = inhibition, % at the top dose, mostly 46.1 µM; hits show Potency in µM; 320,000 compounds, 0.64% hits; AID 2685; active means well fitted inhibition curve with a large enough effect in the signal ratio, with a control signal flat, not every such curve was filed as active; inconclusive means small, poorly fitted or top-dose-only effect, or effect the other way, or a change in a side signal; the % refers to the signal ratio
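Drosophila S3 cells loaded with oleic acid (400 uM, as added) and compounds at several concentrations; lipid droplets imaged by 488-nm laser-scanning cytometry, 500–530 nm intensity and object ratio to cell channel. Percent activity normalized to 20 uM Triacsin C.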
S3 lipid droplet cell count max: second read-out of S3 lipid droplet, no call of its own (marks repeat the call); cell number change, %; measured here: cell count max response;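 cells counted by Cell Tracker Red CMTPX staining in the red channel; peak over a dose series mostly up to 46.1 µM; percent activity relative to internal control wells on each plate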
* hit, by the source's call; i = inactive; ? = inconclusive; · = no result given. On the % scale 0 is the no-effect control and ±100 the full control effect; potency means the concentration at half of the fitted maximal effect. These rows are one share of the data, so the mix of outcomes need not match the whole.

SMILES	S3 lipid droplet	S3 lipid droplet cell count max
CCOC(=O)[C@H]1[C@H]2COc3ccc(C)cc3[C@@H]2N2C(=O)CN(Cc3ccc(Cl)cc3)C(=O)[C@@]12C	?	·
COc1ccc(C(=O)NC(=S)Nc2cc3oc4ccccc4c3cc2OC)cc1	?	·
COc1ccc(C)cc1NC(=O)c1ccc(S(=O)(=O)N2CCOCC2)cc1	?	·
CC[C@H](C)[C@H](NS(=O)(=O)c1ccc(C)cc1)C(=O)N1CCC(C(=O)N[C@H](C(=O)O)C(C)C)CC1	?	·
CN(C)S(=O)(=O)Oc1ccc(C(=O)Nc2cccc(Cl)c2)cc1	?	·
COc1ccccc1-n1cc2c([N+](=O)[O-])cc([N+](=O)[O-])cc2n1	?	·
CCCOc1cccc(NC(=O)c2c(-c3ccccc3)noc2C)c1	-14%	-9
Cc1cc(/C=C2/NC(=O)N(Cc3ccccc3F)C2=O)c(C)n1C(C)C	?	·
CCC(CC)NC(=O)COC(=O)CCC(=O)c1cccs1	10%	7
CCCOc1ccc(CN(C(=O)c2cccc(OC)c2)C2CCS(=O)(=O)C2)cc1 (stereo not given)	?	·

In a second layout: results already given.
CCOC(=O)[C@H]1[C@H]2COc3ccc(C)cc3[C@@H]2N2C(=O)CN(Cc3ccc(Cl)cc3)C(=O)[C@@]12C
  S3 lipid droplet: ?
  S3 lipid droplet cell count max: ·

Cc1cc(/C=C2/NC(=O)N(Cc3ccccc3F)C2=O)c(C)n1C(C)C
  S3 lipid droplet: ?
  S3 lipid droplet cell count max: ·

COc1ccccc1-n1cc2c([N+](=O)[O-])cc([N+](=O)[O-])cc2n1
  S3 lipid droplet: ?
  S3 lipid droplet cell count max: ·

CCCOc1cccc(NC(=O)c2c(-c3ccccc3)noc2C)c1
  S3 lipid droplet: -14%
  S3 lipid droplet cell count max: -9

The list continues.
SMILES	S3 lipid droplet	S3 lipid droplet cell count max
CC1CC(C)CN(S(=O)(=O)CCNC(=O)c2ccc3c(c2)OCO3)C1 (stereo not given)	?	·
O=C(NC1CCCC1)C(=O)N(c1ccccc1F)C(C(=O)NCC1CCCO1)c1cccs1 (stereo not given)	-22%	-12
COc1cc2c(cc1OC)-c1cc(Nc3ccc4c(c3)OCCO4)nc(=O)n1CC2	i	·
CC(=O)c1cccc(NC(=O)CCNS(=O)(=O)c2cccc3nsnc23)c1	?	·
O=C(COC(=O)C1CCCCC1)NCCc1ccccc1	0%	-1
COc1ccc(Cl)cc1S(=O)(=O)N1CCN=C1C	?	·
C/C(=N\NC(=O)c1cc(C)oc1C)c1ccc(N2CCOCC2)cc1	?	·
COc1ccc(NS(=O)(=O)c2ccc(F)cc2F)cn1	?	·
COc1ccc(C)cc1S(=O)(=O)N1CCCC(C(=O)NCc2ccccn2)C1 (stereo not given)	?	·
O=C(CSc1nc2c([nH]c3ccccc32)c(=O)n1-c1ccccc1)NCC1CCCO1 (stereo not given)	?	·
Cc1oc(-c2ccccc2F)nc1CS(=O)(=O)CC(=O)NCCN(C)C1CCCCC1	0%	20
CC1(c2ccc3noc(-c4ccc(F)cc4)c3c2)OCCO1	?	·
CCCC(O)(CCC)C(=O)NNc1ccc(C)cc1	?	·
CCOC(=O)N1CCC(n2c(SCC(=O)NCc3ccccc3)nc3ccccc3c2=O)CC1	8%	-10
COc1ccc(OCC(=O)NCc2n[nH]c(=O)c3ccccc23)cc1	?	·
O=[N+]([O-])c1cccc2c(N3CCCC3)ccnc12	?	·
Cc1cc(C)cc(NC(=O)COc2coc(CN3CCN(c4ccccc4)CC3)cc2=O)c1	?	·
CCCC1NC(=O)NC(C)=C1C(=O)OCC (stereo not given)	?	·
CCN(CC(=O)Nc1ccc(OC)cc1)C(=O)c1cc(S(=O)(=O)N(C)C)ccc1N1CCCC1	15%	·
CCC(C)(C)n1nnnc1C(c1cc2ccc(C)cc2[nH]c1=O)N(Cc1cccnc1)Cc1ccco1 (stereo not given)	?	·
Cc1ccccc1OCc1nc2c3c(ncn2n1)-c1ccccc1CC31CCCC1	?	·
Cc1ccc(N(C(=O)CNC(=O)c2ccco2)C(C(=O)NC2CCCC2)c2ccncc2)c(C)c1 (stereo not given)	?	·
Cc1ccc(/C=N/NC(=O)c2cc(C)oc2C)o1	?	·
O=C(NCCc1ccccc1)C1CCC(Cn2c(=O)c3ccccc3n(Cc3cccnc3)c2=O)CC1 (stereo not given)	?	·
CCOc1ccccc1NC(=O)C(OC(=O)c1ccccc1)c1ccccc1 (stereo not given)	-15%	-19
Cc1ccc(CNC(=O)C2CC(=O)N(C3CCCC3)C2)cc1 (stereo not given)	?	·
CN1C(=O)/C(=C\c2cc(N=Nc3ccccc3)ccc2O)SC1=S	?	·
c1ccc(COc2ccc(OCCCn3cncn3)cc2)cc1	?	·
Cc1ccc(-c2csc(NNC(=O)c3ccccc3)n2)cc1	i	-8
COc1cccc(=O)c2c(C)n(-c3ccc(C(=O)O)cc3)c(C)c12	6%	-4

The final 6 entries of the part before come first, to join the parts.
SMILES	S3 lipid droplet	S3 lipid droplet cell count max
CCOc1ccccc1NC(=O)C(OC(=O)c1ccccc1)c1ccccc1 (stereo not given)	-15%	-19
Cc1ccc(CNC(=O)C2CC(=O)N(C3CCCC3)C2)cc1 (stereo not given)	?	·
CN1C(=O)/C(=C\c2cc(N=Nc3ccccc3)ccc2O)SC1=S	?	·
c1ccc(COc2ccc(OCCCn3cncn3)cc2)cc1	?	·
Cc1ccc(-c2csc(NNC(=O)c3ccccc3)n2)cc1	i	-8
COc1cccc(=O)c2c(C)n(-c3ccc(C(=O)O)cc3)c(C)c12	6%	-4
O=C(O)c1ccc(Cl)c(NCc2cccs2)c1	i	13
O=C(Nc1ncc(Cc2ccccc2)s1)C1CCCO1 (stereo not given)	?	·
COc1cccc(NC(=O)C2CCC(CNC(=O)[C@@H]3Cc4ccccc4CN3)CC2)c1 (stereo not given in full)	i	0
Cc1ccc(NC(=O)CC(C)S(=O)(=O)c2ccc3c(c2)NC(=O)CO3)cc1C (stereo not given)	i	·
COc1ccccc1-n1c(SCC(=O)NC2CCS(=O)(=O)C2)nc2cc([N+](=O)[O-])ccc21 (stereo not given)	5%	6
COc1ccc(/C(N)=N/OC(=O)c2ccc(OC)c([N+](=O)[O-])c2)cc1OC	2%	-3
O=C(O)c1cccc(OCc2ccccc2Cl)c1	?	·
Cc1ccc(CNC(=O)CSc2ccc(-c3cccs3)nn2)cc1	?	·
Cc1ccc(N(C(=O)c2csnn2)C(C(=O)NC(C)(C)C)c2cccnc2)cc1C (stereo not given)	15%	-12
Cc1ccccc1-n1c(SCC(=O)c2cc(C)n(C)c2C)nnc1-c1ccncc1	?	·
COC(=O)COc1ccc(C)cc1-n1nc2ccccc2n1	-5%	4
O=C(Cn1nc(-c2cccc(Cl)c2)ccc1=O)Nc1ccccc1Br	-11%	5
C=CCNc1oc(/C=C/c2ccccc2)nc1C#N	?	·
Cc1ccc2cc(C#N)c(N3CCCN(C(=S)NCCCN(C)C)CC3)nc2c1	?	·
CN1C(c2ccccc2)CC(=NO)CC1c1ccccc1 (stereo not given)	?	·
CC(C)(C)NC(=O)COC(=O)c1cc(S(=O)(=O)N2CCCCC2)ccc1N1CCOCC1	-8%	·
Cc1cc(C(C)c2ccccc2)c(O)c(CN2CCOCC2)c1C (stereo not given)	?	·
C=CCOC(=O)/C(=C\c1ccccc1)NC(=O)c1ccc(C)cc1	?	·
COc1ccc(Cn2c(=O)[nH]c3cc(C(=O)N4CCN(c5ccccc5)CC4)ccc3c2=O)cc1	?	·
COc1ccc(CNC(=O)c2ccc(C)o2)cc1	?	·
CC(C)(C)c1ccc(OCCCNCc2ccccc2)cc1	?	·
COc1ccc(Cl)cc1NC(=O)c1cc(-c2ccco2)on1	?	·
CCOc1ccc(C2(C)NC(=O)N(CCN(C)C)C2=O)cc1 (stereo not given)	?	·
Cc1cc(=O)[nH]c(N/N=C/c2cccc([N+](=O)[O-])c2)n1	12%	1
CCN(CC)S(=O)(=O)c1ccc(C)c(NC(=S)N2CCN(C/C=C/c3ccccc3)CC2)c1	?	·
CN(C)C(CNC(=O)c1cccnc1Sc1ccccc1)c1ccco1 (stereo not given)	?	·
O=C(NC(=S)Nc1ccc(S(=O)(=O)N2CCCC2)cc1)C1CC1	?	·
CC1CC(C)CN(C(=O)c2cccc3c2-c2ccccc2C3=O)C1 (stereo not given)	?	·
CN(C(=S)Nc1ccc(F)cc1)C1(c2ccccc2Cl)CCCCC1=O (stereo not given)	-24%	-24
CC(=O)Nc1ccc(NC(=O)c2cc(-c3cc(C)cc(C)c3O)n[nH]2)cc1	-12%	-10
CC1C(C#N)=C(SCC(N)=O)NC2=C1C(=O)CC(C)(C)C2 (stereo not given)	?	·
CC(C)NCCOCCOc1ccccc1F	?	·
O=C(CCCCCn1c(=O)[nH]c2ccsc2c1=O)NCc1ccc2c(c1)OCO2	?	·
COc1ccc(CC(=O)Nc2ccc3c(c2)CCC3)cc1OC	?	·
CCOCCCn1c(=N)c(C(=O)NCc2ccc3c(c2)OCO3)cc2c(=O)n3ccccc3nc21	?	·
CCOC(=O)C1CCCN(CCC(=O)Nc2ccc(Br)cc2)C1 (stereo not given)	?	·
C/C(CCC1CC(C)(C)OC1=O)=N\NC(N)=S (stereo not given)	?	·
CCONC(=NC)c1nonc1N	?	·
Cc1onc(-c2c(F)cccc2Cl)c1C(=O)N1C=CC(C(F)(F)F)=NCC1	8%	-4
Cc1cc(C)n2nc(SCc3cc(=O)oc4ccc5ccccc5c34)nc2n1	?	·
Cc1csc(NC(=O)CSc2nc(C(C)C)nc3ccccc23)n1	7.3µM*	6.5*
O=C(Nc1scc(-c2ccccc2)c1C(=O)O)c1ccc(F)cc1	?	·
COc1ccc(NC(=O)CS(=O)(=O)c2cccc(Cl)c2)cc1	14%	10
Cc1cc(NC(=O)COc2ccc3ccccc3c2)no1	-2%	-6
O=C(Cc1n[nH]c(=O)c2ccccc12)NC(c1ccccc1)c1ccccc1	?	·
OCC1(Cc2ccc(F)cc2)CCCN(CCCC(F)(F)F)C1 (stereo not given)	?	·
O=C(Nc1ccc(S(=O)(=O)N2CCCC2)cc1)c1ccc(Br)o1	-5%	26
O=C1CC(C(=O)N2CCc3ccccc32)CN1c1ccccc1 (stereo not given)	?	·
Cc1oc(-c2ccc(Cl)cc2)nc1CN1CCC(C(=O)NCC2CCCO2)CC1 (stereo not given)	?	·
COC(=O)CCS(=O)(=O)c1cc(Cl)ccc1Cl	9%	0

Next part.
SMILES	S3 lipid droplet	S3 lipid droplet cell count max
CCCCn1c(N)c(N(CC(C)C)C(=O)c2cc(-c3ccc(F)cc3)nc3ccccc23)c(=O)[nH]c1=O	?	·
COc1ccc(CNC(=O)c2c(N)n(CCCN3CCOCC3)c3nc4ccccc4nc23)cc1	?	·
O=C(COc1ccc2c(c1)CCC2)NCc1cccc(Cl)c1	13%	3
COc1ccc2c(c1)c(C(=O)CN1CCC3(CC1)OCCO3)c(C)n2C	8%	-27
CCOC(=O)c1cccc(NC(=O)N[C@@H](C)C(=O)OC)c1	?	·
COc1cccc2cc(-c3nc(-c4cccs4)cs3)c(=O)oc12	11%	-11
N#C/C(=C(/O)c1ccc([N+](=O)[O-])o1)c1nc2ccccc2[nH]1	-17%	-1
CN(C)c1ccc([N+](=O)[O-])cc1C(=O)NCC(c1ccco1)N(C)C (stereo not given)	-29%	12
CCCc1nn(C)c2c(=O)[nH]c(-c3cc(S(=O)(=O)N(CCO)CCO)ccc3OCC)nc12	-12%	-28
CCOc1ccccc1NC(=O)NNS(=O)(=O)c1ccc([N+](=O)[O-])cc1	?	·
O=C(Nc1ccccc1)C1=C[C@H](c2coc3ccccc3c2=O)C[C@H](OCc2ccc(CO)cc2)O1	?	·
CC(=O)OCC(=O)Nc1ccccc1OC(F)F	?	·
O=c1[nH]c2c(c(=O)n1Cc1ccccc1)CCC2	i	18
CCOc1ccc(C(=O)NCC(=O)OCC(=O)NC2CCCC2)cc1	?	·
CC(=O)c1ccc(NC(=O)CN2CCC(NC(=O)C3CCCCC3)CC2)cc1	5%	9
CCCS(=O)(=O)N1CCCC(C(=O)NCCN(Cc2ccccc2)C(C)C)C1 (stereo not given)	?	·
O=C(Cn1nc(-c2ccccc2)ccc1=O)Nc1cccc(NC(=O)c2ccccn2)c1	?	·
Cc1cc(C)c(S(=O)(=O)N2CCN(C(=O)CCOc3ccccc3C)CC2)c(C)c1	?	·
CNC(=O)CNC(=O)Nc1ccc(Cl)c(Cl)c1	?	·
COc1ccc(C(=O)OC2CCCCC2CN(C)C)cc1 (stereo not given)	?	·
Cc1nn(-c2ccccc2)nc1C(=O)OCC(=O)N1CCC(C)CC1	?	·
O=C(NC(=O)N1CCCCCC1)c1ccc(Cl)cc1	3%	18
COc1ccc(CCN(C(=O)C(F)(F)F)C(C(=O)NC2CCCCC2)c2ccc(C)s2)cc1 (stereo not given)	-2%	-9
Cn1c(NC(=O)/C=C/c2c(F)cccc2Cl)cc(=O)n(C)c1=O	-6%	13
Cn1cnnc1SCC(=O)Nc1c(F)cc(F)cc1Br	?	·
CCOc1ccc(C2C3=C(CCCC3=O)N(CC(=O)O)C3=C2C(=O)CCC3)cc1	?	·
CCOC(=O)CC(=O)CSc1nc(C)cc(-c2cccnc2)c1C#N	?	·
Nc1ncnc2c1ncn2CCN1CCCCC1	4%	6
